# Screening data as filed in PubChem.
# Mcl-1 Bim block: human Bim-Mcl-1 interaction inhibition | Bead-based flow cytometry, Bim peptide-Mcl-1 binding | inhibition, % at 10 µM | hit rate 0.1% among 190,000 | Q07820 | AID 1009;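 further: 0% = no compound tracer wells and 100% = peptide blocker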
# Target sequence (Q07820 whole entry, looked up): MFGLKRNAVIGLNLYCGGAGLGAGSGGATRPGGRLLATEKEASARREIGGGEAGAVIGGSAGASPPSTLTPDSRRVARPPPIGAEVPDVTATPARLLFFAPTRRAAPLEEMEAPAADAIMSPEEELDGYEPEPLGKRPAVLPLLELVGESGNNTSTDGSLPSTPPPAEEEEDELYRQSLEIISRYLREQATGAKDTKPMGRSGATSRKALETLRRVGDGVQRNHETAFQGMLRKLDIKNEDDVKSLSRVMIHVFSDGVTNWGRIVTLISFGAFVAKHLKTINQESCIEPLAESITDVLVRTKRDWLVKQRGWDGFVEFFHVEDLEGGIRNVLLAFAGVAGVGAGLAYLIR
# RGS4-Gao reg: modulates binding of RGS4 to human Galphao; AID 1415; binding response (% of control), % at 10 µM; P09471; Multiplexed bead flow cytometry; actives lie on both sides; hit rate 0.33% among 220,000; in the data active means binding response below about 49% or above about 150%; inactive means in between;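 further: fluorescent Galphao activated with aluminum fluoride binding bead-coupled RGS4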
# Mcl1 Bid PPI: disrupts binding of human Mcl-1 to Bid peptide | inhibition, % at 21.7 µM | AID 1021 | TR-FRET Mcl-1/Bid-Dy647 peptide binding, 1536-well | hit rate 0.97% among 220,000 | Q07820;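 active means compounds that cut the binding signal by more than half at the single screening dose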;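 further: His-tagged Mcl-1 with europium anti-His antibody binding Bid BH3 peptide; 0% = Mcl-1 plus peptide wells and 100% = peptide-only wells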
# Bcl-B Bim block: inhibitors of Bim-Bcl-B interaction, human; hit rate 0.073% among 190,000; AID 951; inhibition, % at 10 µM; Q9HD36; bead-based flow cytometry, Bim peptide-Bcl-B binding;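 further: 0% = tracer peptide without compound and 100% = reference inhibitor peptide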
# Target sequence (Q9HD36 whole entry, looked up): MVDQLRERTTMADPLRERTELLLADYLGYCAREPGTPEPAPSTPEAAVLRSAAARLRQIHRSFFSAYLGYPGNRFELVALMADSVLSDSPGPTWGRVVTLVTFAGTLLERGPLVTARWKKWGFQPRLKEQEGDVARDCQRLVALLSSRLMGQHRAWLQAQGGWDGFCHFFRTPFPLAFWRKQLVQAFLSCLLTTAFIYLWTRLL
# RGS8-Gao reg: modulates binding of RGS8 to human Galphao. multiplexed bead flow cytometry; actives lie on both sides. response (percent of control binding), % at 10 µM. hit rate 0.34% among 220,000. AID 1423; in the data active means response below about 60% or above about 140%; inactive means in between;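 further: Galphao activated as the GDP aluminium fluoride complex binding bead-coupled RGS8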
# Bim-Bcl-2: disrupts Bim peptide binding to human Bcl-2. P10415. Bead-based flow cytometry, Bim peptide-Bcl-2 binding. inhibition, % at 10 µM. hit rate 0.06% among 190,000; in the data active means inhibition above about 40%; inconclusive means no clear call, values can overlap the other calls;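 further: 0% = no compound wells with probe peptide and 100% = reference peptide inhibitor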
# Target sequence (P10415 whole entry, looked up): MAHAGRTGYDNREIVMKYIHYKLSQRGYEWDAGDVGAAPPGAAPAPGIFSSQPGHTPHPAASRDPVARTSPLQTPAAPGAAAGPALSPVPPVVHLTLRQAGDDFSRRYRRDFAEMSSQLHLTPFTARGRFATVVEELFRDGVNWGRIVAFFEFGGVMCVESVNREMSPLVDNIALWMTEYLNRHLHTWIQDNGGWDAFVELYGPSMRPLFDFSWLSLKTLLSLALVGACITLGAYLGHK
# RGS7-Gao: human RGS7-Galphao interaction regulation; P09471; AID 1439; binding response (% of control), % at 10 µM; hit rate 0.35% among 220,000; Multiplexed bead flow cytometry, RGS7-Galphao binding; actives lie on both sides; in the data active means binding response below about 49% or above about 150%; inconclusive means no clear call, values can overlap the other calls; inactive means in between;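 further: fluorescent Galphao held in activated GDP-AlF4 state binding bead-coupled RGS7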
# Bim-Bcl-W: inhibitors of Bim-Bcl-W interaction, human; hit rate 0.02% among 190,000; inhibition, % at 10 µM; bead-based flow cytometry, Bim peptide-Bcl-W binding;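 further: 0% = bound tracer without compound and 100% = peptide blocker; higher means less fluorescent Bim peptide bound to Bcl-W beads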
# GSH bead fluor: compound fluoresces at 488/530 nm on GSH beads; GSH beads flow cytometry, compound fluorescence 488/530 nm; active compounds read high; fluorescence (KMESF) at 10 µM; hit rate 0.25% among 190,000; AID 1776; in the data active means fluorescence above about 89;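 further: glutathione beads carrying GST-tagged Bcl family fusion proteins plus one bare bead set; values are compound well signal with DMSO vehicle wells as background; inactives centre near 16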
# Bim-Bfl-1: disrupts Bim binding to human Bfl-1; Bead-based flow cytometry, Bim-Bfl-1 binding inhibition; hit rate 0.12% among 190,000; inhibition, % at 10 µM;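 further: 0% = wells without compound plus tracer and 100% = blocker peptide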
# Bcl-XL Bim block: disrupts Bim peptide binding to human Bcl-XL; Q07817; bead flow cytometry, fluorescence; inhibition, % at 10 µM; hit rate 0.04% among 190,000; AID 1007
# Target sequence (Q07817 whole entry, looked up): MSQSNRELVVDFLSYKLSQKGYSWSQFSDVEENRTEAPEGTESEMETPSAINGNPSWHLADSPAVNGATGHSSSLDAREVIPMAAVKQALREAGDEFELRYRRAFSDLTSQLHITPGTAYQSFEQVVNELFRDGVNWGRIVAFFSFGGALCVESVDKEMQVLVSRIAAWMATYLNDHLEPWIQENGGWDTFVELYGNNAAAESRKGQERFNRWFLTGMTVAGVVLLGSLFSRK
# Starred values were filed as active, the others as inactive; ? = inconclusive; nt = not tested or not shown. Unless noted, no stated cut-off is given here; in the data, active means inhibition above about 40%.
SMILES,Mcl-1 Bim block,RGS4-Gao reg,Mcl1 Bid PPI,Bcl-B Bim block,RGS8-Gao reg,Bim-Bcl-2,RGS7-Gao,Bim-Bcl-W,GSH bead fluor,Bim-Bfl-1,Bcl-XL Bim block
Cc1ccc(C)c(C(=O)COC(=O)c2cc([N+](=O)[O-])ccc2NCCO)c1,-1,103,11,-6,104,-1,102,-4,13,-2,-6
Cc1ccc(-c2nnc(Nc3ccccc3)o2)cc1,-1,96,-1,-1,92,-3,99,-3,21,0,-4
COC(=O)c1cc2c(ccn2-c2ccc(F)cc2)n1Cc1ccc(OC(C)=O)cc1,-3,96,-58,-4,100,-5,100,0,10,-5,0
COC(=O)CCc1c(C)c(C#N)c2nc3ccccc3n2c1N1CCCC1,3,106,-22,4,105,4,101,4,54,5,-5
CC1(C)CC(Nc2ccc(C(F)(F)F)cc2[N+](=O)[O-])CC(C)(C)N1,-2,102,-25,-4,103,-1,?,-3,14,-4,-3
O=C(Nc1cccc(-c2cn3c(n2)SCC3)c1)c1ccc2c(c1)OCO2,-24,105,-26,-6,104,-5,102,-7,8,0,-14
Cc1cc(C)nc(NC(=NCCc2c[nH]c3ccccc23)NC(=O)Nc2ccc(Cl)c(Cl)c2)n1,-3,108,-18,-7,82,-6,106,-5,11,-11,-6
O=c1cc(N2CCc3ccccc3C2)[nH]c(=O)n1C1CCCCC1,1,89,-14,-8,94,-2,100,0,10,-8,-3
CC[N+](CC)(CC=C(C)C)CC(=O)OC,-3,103,-28,-5,105,-3,101,-4,14,-6,0
Cc1cc(C)c(NC(=O)c2ccc[n+](Cc3ccc([N+](=O)[O-])cc3)c2)c(C)c1,-4,104,1,-8,100,-5,101,-4,9,-3,-9
COCc1cc(=O)[nH]c(/N=C(\N)Nc2ccc(Oc3ccccc3)cc2)n1,-6,102,4,-9,100,-8,103,0,26,-24,-11
COc1cnn(-c2ccc(C)cc2)c(=O)c1Br,0,100,3,-3,100,-3,99,0,14,-6,0
CC(C)C1(C(C)C)OC(=O)c2ccccc21,-1,102,-1,-2,96,0,105,-4,7,-2,0
COc1ccc(OC)c(NC(=O)CCCN2C(=S)NC(C)(C)CC2C)c1 (stereo not drawn),31,97,-75,54*,87,43*,95,42*,1,50*,49*
C=CCc1cccc(CNc2nc3ccccc3n2C(C)C)c1O,-5,97,-31,-10,99,-12,99,-2,32,-18,-4
COc1ccc(Cc2nnc(N)s2)cc1OC,-5,nt,-6,-44,nt,3,nt,-5,16,8,-5
Cc1cccc(C(=O)NC(=S)NNC(=O)COc2c(C)cccc2C)c1,-4,101,-99,-7,97,-2,110,-2,7,9,-4
COc1ccc(OCCCc2c(C)n[nH]c2C)cc1,1,110,26,4,102,1,106,0,16,2,1
Cc1ccc2c(c1)N(CC(=O)Nc1ccc3c(c1)OCCO3)C(=O)CO2,-2,95,-23,-7,101,-9,95,-1,21,-12,-4
C=CCNC(=S)N/N=C/c1ccc(N(CC)Cc2ccccc2)cc1,-2,104,-76,-8,102,-3,103,-3,8,-1,-9
Cc1cc(NC(=O)C(=O)NCCN2CCN(C(=O)c3cccs3)CC2)ccc1Br,-1,105,-10,-3,113,10,106,-3,17,3,-3
CC(=O)Nc1ccc(S(=O)(=O)Oc2cccc(N3C(=O)C4CC=CCC4C3=O)c2)cc1 (stereo not drawn),0,98,-22,0,103,-2,98,-3,10,-3,0
N#CCCn1c(C2CCCCC2)nc2ccccc21,-5,98,8,-3,102,-6,98,-1,51,-5,-5
CCC(CO)Nc1ncc([N+](=O)[O-])cc1C#N (stereo not drawn),-4,94,-19,1,88,-1,92,0,12,-2,-4
O=S(=O)(c1cccc(S(=O)(=O)N2CCCC2)c1)c1cccc(S(=O)(=O)N2CCCC2)c1,1,102,9,-7,101,-8,103,0,50,-15,14

# Additional compounds follow.
SMILES,Mcl-1 Bim block,RGS4-Gao reg,Mcl1 Bid PPI,Bcl-B Bim block,RGS8-Gao reg,Bim-Bcl-2,RGS7-Gao,Bim-Bcl-W,GSH bead fluor,Bim-Bfl-1,Bcl-XL Bim block
O=C(NC1CCCCC1)C(c1ccncc1)N(C(=O)Cc1cccs1)c1ccccc1 (stereo not drawn),-1,102,-9,-2,104,0,104,0,13,-2,-1
Cc1[nH]n(-c2ccccc2)c(=O)c1C(C[N+](=O)[O-])c1ccc(F)cc1 (stereo not drawn),-1,97,-66,-3,98,1,98,-1,12,-1,0
COc1ccc(-c2cc(C(=O)N3CCN(C(c4ccccc4)c4ccccc4)CC3)no2)cc1OC,-2,94,-20,-5,100,-10,97,-3,24,-17,-8
CCN1CCc2c(C#N)c(N3CCOCC3)nc(NCCO)c2C1,-2,101,-21,-2,102,-1,102,-3,20,-2,-2
CCn1c(SCC(=O)NC2CCCCC2)nc2c(c1=O)SC(C)C2 (stereo not drawn),0,99,-4,-3,103,-2,104,0,24,-7,-2
CCCCCOC(=O)Cn1c(=O)oc2ccccc21,-1,87,-8,-6,94,-8,83,-1,27,-10,0
C=CCn1c(-c2ccccc2[N+](=O)[O-])n[nH]c1=S,-3,98,-6,-20,100,-6,101,-1,21,-1,-6
C=CCSc1nc2nc(C)cc(C)n2n1,-3,76,-4,-6,85,-10,71,0,23,-11,-6
O=C(CC1SC(=Nc2ccccc2)N(Cc2ccccn2)C1=O)Nc1ccc(Br)cc1 (stereo not drawn),-23,97,-46,-17,99,-5,100,-10,18,-4,-15
CCn1c(SCc2ccc([N+](=O)[O-])cc2)nnc1C(C)NC(=O)c1ccccc1Br (stereo not drawn),2,90,12,0,92,-5,92,0,7,0,0
O=C(Nc1ccccc1)NC1(C(=O)NCCCN2CCOCC2)CCCCC1,-5,101,-23,-9,100,-9,101,0,35,-16,-2
COc1ccccc1-n1c(C)c2c(OC)cccc(=O)c2c1C,0,93,-39,-3,93,1,93,0,11,8,-2
N/C(=N\OC(=O)CSc1ccccc1)c1cccc([N+](=O)[O-])c1,0,96,1,4,90,4,95,2,8,7,4
CCCn1c(/C=C/c2ccccc2)nc2ccccc21,-1,99,-2,-8,101,-7,100,-1,33,-11,-7
CCOC(=O)COc1ccc(S(=O)(=O)N2CCN(c3ccccc3F)CC2)cc1,0,100,-20,0,102,0,99,0,11,1,0
CCc1cccc(CC)c1NC(=O)CO/N=C(\C)c1cccs1,13,101,6,13,105,1,104,12,18,9,14
Cc1nnc(SCC(=O)NC2CC2)n1CC1CCCO1 (stereo not drawn),-2,105,-26,1,102,-1,107,-1,19,3,-3
Cc1ccc(C)c(OCC(=O)Nc2cc(C(=O)O)cc(C(=O)O)c2)c1,0,98,-24,-2,107,-7,101,-2,12,-4,-4
CC(=O)Nc1ccc2nc(NC(=O)C(Cl)(Cl)Cl)sc2c1,1,98,19,-1,95,-5,107,0,19,-2,0
COC(=O)c1ccc(C2/C(=C(\O)c3ccc4c(c3)OCCO4)C(=O)C(=O)N2CCCN(C)C)cc1 (stereo not drawn),0,106,-48,2,126,1,105,0,23,0,0
COC(=O)COc1ccc(S(=O)(=O)Nc2ccc(C(N)=O)cc2)cc1Cl,0,110,-2,-2,113,1,110,1,47,-1,2
CC(=O)c1cccc(N2C(=NC(=O)C(C)C)SC3CS(=O)(=O)CC32)c1 (stereo not drawn),3,101,-16,4,98,1,103,2,6,1,3
CSC1=NCCN1C(=O)c1ccc(C)cc1,0,96,-14,-1,99,0,?,-2,20,-7,-3
COC(=O)c1cccc(NC(=O)Cc2ccccc2[N+](=O)[O-])c1C,-5,97,-9,-6,101,-9,102,-5,11,-11,-10
O=C(NN1C(=O)c2ccccc2NC1c1ccccn1)c1ccc([N+](=O)[O-])cc1 (stereo not drawn),21,95,-5,14,102,13,91,18,9,19,23
CCn1c(SCC(=O)Nc2ccc(N3CCOCC3)c(Cl)c2)nnc1-c1ccc(N)cc1,0,98,-3,-11,98,-3,101,-2,22,-14,-4
CN1CCN(c2nc(-c3ccccc3)c3cc(Cl)ccc3n2)CC1,-1,99,-21,-7,102,-2,98,2,41,-10,-2
O=C(NC1CCCCC1)C(c1ccncc1)N(Cc1ccccc1)C(=O)c1ccc(-c2ccccc2)[nH]1 (stereo not drawn),0,101,1,-6,98,-8,99,2,10,-5,0
Cc1noc(C)c1COC(=O)CCCNC(=O)c1ccc(Cl)cc1,-3,106,-11,-5,112,-2,?,-1,11,-3,-3
Cc1cc(NC(=O)CN2CCCC2c2nc3ccccc3s2)no1 (stereo not drawn),-1,100,-32,-8,99,-8,101,0,40,-12,-8

# 14 compounds already listed, sorted by molecular weight, high to low.
SMILES,Mcl-1 Bim block,RGS4-Gao reg,Mcl1 Bid PPI,Bcl-B Bim block,RGS8-Gao reg,Bim-Bcl-2,RGS7-Gao,Bim-Bcl-W,GSH bead fluor,Bim-Bfl-1,Bcl-XL Bim block
CCn1c(SCc2ccc([N+](=O)[O-])cc2)nnc1C(C)NC(=O)c1ccccc1Br (stereo not drawn),2,90,12,0,92,-5,92,0,7,0,0
COc1ccc(-c2cc(C(=O)N3CCN(C(c4ccccc4)c4ccccc4)CC3)no2)cc1OC,-2,94,-20,-5,100,-10,97,-3,24,-17,-8
COC(=O)c1ccc(C2/C(=C(\O)c3ccc4c(c3)OCCO4)C(=O)C(=O)N2CCCN(C)C)cc1 (stereo not drawn),0,106,-48,2,126,1,105,0,23,0,0
O=C(NC1CCCCC1)C(c1ccncc1)N(C(=O)Cc1cccs1)c1ccccc1 (stereo not drawn),-1,102,-9,-2,104,0,104,0,13,-2,-1
CCOC(=O)COc1ccc(S(=O)(=O)N2CCN(c3ccccc3F)CC2)cc1,0,100,-20,0,102,0,99,0,11,1,0
COC(=O)COc1ccc(S(=O)(=O)Nc2ccc(C(N)=O)cc2)cc1Cl,0,110,-2,-2,113,1,110,1,47,-1,2
O=C(Nc1ccccc1)NC1(C(=O)NCCCN2CCOCC2)CCCCC1,-5,101,-23,-9,100,-9,101,0,35,-16,-2
CC(=O)c1cccc(N2C(=NC(=O)C(C)C)SC3CS(=O)(=O)CC32)c1 (stereo not drawn),3,101,-16,4,98,1,103,2,6,1,3
Cc1noc(C)c1COC(=O)CCCNC(=O)c1ccc(Cl)cc1,-3,106,-11,-5,112,-2,?,-1,11,-3,-3
Cc1cc(NC(=O)CN2CCCC2c2nc3ccccc3s2)no1 (stereo not drawn),-1,100,-32,-8,99,-8,101,0,40,-12,-8
Cc1[nH]n(-c2ccccc2)c(=O)c1C(C[N+](=O)[O-])c1ccc(F)cc1 (stereo not drawn),-1,97,-66,-3,98,1,98,-1,12,-1,0
COc1ccccc1-n1c(C)c2c(OC)cccc(=O)c2c1C,0,93,-39,-3,93,1,93,0,11,8,-2
C=CCn1c(-c2ccccc2[N+](=O)[O-])n[nH]c1=S,-3,98,-6,-20,100,-6,101,-1,21,-1,-6
CSC1=NCCN1C(=O)c1ccc(C)cc1,0,96,-14,-1,99,0,?,-2,20,-7,-3
